Source: PubChem BioAssay
ATG4B inhibitor: inhibitors of human ATG4B cysteine protease. Q9Y4P1. ATG4B cleavage of LC3-PLA2, NBD-HPC fluorescence, 1 h. inhibition, % at 8.33 µM. actives 0.51% (n = 340,000). AID 504462; in the data active = inhibition above about 40%
Target sequence (Q9Y4P1 whole entry, looked up): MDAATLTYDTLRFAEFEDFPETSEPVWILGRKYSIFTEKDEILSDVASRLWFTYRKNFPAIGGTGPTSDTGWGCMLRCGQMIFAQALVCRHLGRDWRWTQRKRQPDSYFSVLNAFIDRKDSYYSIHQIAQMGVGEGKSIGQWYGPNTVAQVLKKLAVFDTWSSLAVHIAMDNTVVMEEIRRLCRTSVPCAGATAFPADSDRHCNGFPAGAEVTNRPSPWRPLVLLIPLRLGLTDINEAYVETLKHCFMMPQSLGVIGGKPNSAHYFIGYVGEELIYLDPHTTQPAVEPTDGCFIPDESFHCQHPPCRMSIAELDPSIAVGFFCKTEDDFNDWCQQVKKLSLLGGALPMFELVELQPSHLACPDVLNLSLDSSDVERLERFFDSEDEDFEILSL
* = called active by the depositor. Some of the compounds tested, so the mix of outcomes need not match the whole.

SMILES | ATG4B inhibitor
COc1ccc(N2C(=O)C(=O)N(c3ccc(OC)cc3)P2(=O)N(CCCl)CCCl)cc1 | 6
CCC1CN1P(=O)(N1CCCC1)N1CC1CC (configuration not stated) | -8
C=CCCC1(C2=CCCCC2)C(=O)NC(=O)NC1=O | -2
O[C@@H]1CCCN2CCc3c([nH]c4ccccc34)[C@H]12 | 4
CC12CCC(O)CC1CCC1C2CCC2(C)C(C(=O)CC(O)C(F)(F)F)CCC12 (configuration not stated) | 10
CC(O)C1C=CC=CC(=O)OC2CC3OC4C5OC5(C)C(O)CC4(COC(=O)C(O)C(C)CCO1)C2(C)C31CO1 (configuration not stated) | 1
NC(=O)c1c(Br)n(C2OC(CO)C(O)C2O)c2ncnc(N)c12 (configuration not stated) | 6
CCOc1cc(C=C2C(=O)NC(=S)NC2=O)ccc1O | 1
CC1([N+](=O)[O-])COP(=O)(Nc2ccc(Cl)cc2)OC1 (configuration not stated) | 2
COc1ccc2c(c1)C13CCN(C)C(C2)C1CCC1(C3)OCCO1 (configuration not stated) | -5
COC1=C(C)C(=O)C2=C(C1=O)C(CO)N1C(C#N)C3CC4C(C1C2N1CCOC41)N3C (configuration not stated) | -1
O=C1NC(=S)NC(=O)C1=Cc1ccc(OCc2ccccc2)cc1 | -8
CC1(C)CCCN1CCC(C(N)=O)(c1ccccc1)c1ccccc1 | -6
O=C1NC(=O)C(Cc2ccccc2)(Cc2ccccc2)C(=O)N1 | -2
CCC(=O)O[C@H]1CC[C@H]2[C@@H]3CCC4=CC(=O)CC[C@]4(C)[C@H]3CC[C@]12C | 0
CNC(=O)Oc1ccccc1C1CCCCC1 | 5
COc1ccc(-c2n(-c3ccccn3)c3ccccc3[n+]2-c2ccccn2)cc1 | 7
O=C1CC(=O)N(Cc2ccccc2)C(=O)N1 | 6
NC(Cc1ccc(O)cc1)C(=O)NN=Cc1ccc(N(CCCl)CCCl)cc1 (configuration not stated) | -9
Cn1c(=O)c2c(nc(-c3ccc(N(CCCl)CCCl)cc3)n2C)n(C)c1=O | -4
CCC1(Oc2ccccc2)C(=O)NC(=O)NC1=O | 3
NC(=Nc1ccccc1)NN=Cc1c[nH]c2ccccc12 | -3
O=C(Nc1ccc(Cl)cc1)N1CC1 | -13
CC(=O)OCC12CC(OC(=O)CC(C)C)C(C)=CC1OC1C(O)C(OC(C)=O)C2(C)C12CO2 (configuration not stated) | -1
Nc1ccc(CC2=NCCN2)cc1 | -3
CC12CCC3C(CC=C4CC(O)CCC43C)C1CC(=CN1CCOCC1)C2=O (configuration not stated) | -1
COC(=O)C1=C(C(=O)OC)C2c3ccccc3C1c1ccccc12 | -5
N#Cc1cn(C2OC(CO)C(O)C2O)c2ncnc(N)c12 (configuration not stated) | 0
Nc1c(Br)cc2c3c(cccc13)-c1ccccc1-2 | -5
CC(=O)OC1CC(OC2C(O)CC(OC3C(O)CC(OC4CCC5(C)C(CCC6C5CCC5(C)C(C7=CC(=O)OC7)C(O)CC65O)C4)OC3C)OC2C)OC(C)C1OC1OC(CO)C(O)C(O)C1O (configuration not stated) | 0
Nc1ncnc2c1ncn2[C@@H]1O[C@H](COP(=O)(O)CP(=O)(O)O)[C@@H](O)[C@H]1O | -2
c1ccc(CNC2CN3CCC2CC3)cc1 (configuration not stated) | 5
COC(=O)Nc1nc2ccccc2[nH]1 | -9
COc1cc2c(cc1OC)C13CCN4CC5CCOC6CC(=O)N2C1C6C5CC43 (configuration not stated) | -6
O=C(NC1CCCCC1)N1Cc2ccccc2-n2nncc2C1 | -2
Oc1c(Br)cc(-c2ccccc2)cc1Br | 2
c1cnc(OCCN2CC2)cn1 | 7
CC12CCC3C(CCC4CC(=O)C(C(O)C(F)(F)F)CC43C)C1CCC2O (configuration not stated) | -4
CC1C=CCCC12C(=O)NC(=O)NC2=O (configuration not stated) | 6
CC1C(=O)OC2CCN3CC=C(COC(=O)C(C)(O)C1(C)O)C23 (configuration not stated) | -9
CC1([N+](=O)[O-])COP(=O)(Nc2cccc(Cl)c2)OC1 (configuration not stated) | -7
O=P(O)(Oc1ccccc1)c1ccccc1 | -3

Gathered by group, those above with a halogen
SMILES | ATG4B inhibitor
COc1ccc(N2C(=O)C(=O)N(c3ccc(OC)cc3)P2(=O)N(CCCl)CCCl)cc1 | 6
CC12CCC(O)CC1CCC1C2CCC2(C)C(C(=O)CC(O)C(F)(F)F)CCC12 (configuration not stated) | 10
NC(=O)c1c(Br)n(C2OC(CO)C(O)C2O)c2ncnc(N)c12 (configuration not stated) | 6
CC1([N+](=O)[O-])COP(=O)(Nc2ccc(Cl)cc2)OC1 (configuration not stated) | 2
NC(Cc1ccc(O)cc1)C(=O)NN=Cc1ccc(N(CCCl)CCCl)cc1 (configuration not stated) | -9
Cn1c(=O)c2c(nc(-c3ccc(N(CCCl)CCCl)cc3)n2C)n(C)c1=O | -4
O=C(Nc1ccc(Cl)cc1)N1CC1 | -13
Nc1c(Br)cc2c3c(cccc13)-c1ccccc1-2 | -5
Oc1c(Br)cc(-c2ccccc2)cc1Br | 2
CC12CCC3C(CCC4CC(=O)C(C(O)C(F)(F)F)CC43C)C1CCC2O (configuration not stated) | -4
CC1([N+](=O)[O-])COP(=O)(Nc2cccc(Cl)c2)OC1 (configuration not stated) | -7
